# m-calpain inh = calpain II (pig) inhibition | purified calpain II, fluorogenic peptide substrate, 30 min | inhibition, % at 16 µM | hit rate 0.37% among 220,000 | AID 1236;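 active means inhibition above about 50%, limit read from the data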
# NCF1 inh = inhibitors of human p47phox binding; hit rate 0.53% among 220,000; p47phox/p22phox peptide binding, fluorescence polarization, 2 h; P14598; AID 1274; inhibition, % at 24.7 µM;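 active means inhibition above about 30%, limit read from the data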;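 further: 0% = p47phox with labelled peptide and 100% = labelled peptide alone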
# Target sequence (P14598 whole entry, looked up): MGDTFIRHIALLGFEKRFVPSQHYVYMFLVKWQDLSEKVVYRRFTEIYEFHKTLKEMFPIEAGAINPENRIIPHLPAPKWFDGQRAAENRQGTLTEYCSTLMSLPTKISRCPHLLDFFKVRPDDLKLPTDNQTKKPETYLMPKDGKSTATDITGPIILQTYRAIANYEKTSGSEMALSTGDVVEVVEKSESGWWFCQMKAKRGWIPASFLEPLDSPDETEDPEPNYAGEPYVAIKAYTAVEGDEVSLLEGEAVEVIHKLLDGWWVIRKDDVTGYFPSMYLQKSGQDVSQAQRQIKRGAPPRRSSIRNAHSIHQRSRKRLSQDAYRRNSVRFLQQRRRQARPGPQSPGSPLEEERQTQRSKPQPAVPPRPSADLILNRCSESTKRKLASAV
# TbHK1 inh = T. brucei hexokinase 1 inhibition; recombinant TbHK1, G6PDH-coupled NADH A340; inhibition, % at 10 µM; hit rate 0.11% among 220,000; AID 1430;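 active means inhibition of 50% or more in the single-dose primary screen; inactive means inhibition below 50%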
# Runt-SMMHC FRET = inhibitors of human RUNX1 Runt domain binding to CBFb-SMMHC; hit rate 0.74% among 220,000; Cerulean-Runt/Venus-CBFb-SMMHC FRET ratio 530/480, 1 h; Q01196+Q13951; inhibition, % at 20 µM;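 active means mean inhibition across duplicate retests at 20 µM reaching about 50%, limit read from the data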;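 further: 0% = DMSO wells and 100% = wells with excess untagged CBFb-SMMHC; inhibitors lower the FRET ratio by blocking Runt binding to CBFb-SMMHC; some results filed as inactive read as strong as hits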
# RBBP9 inh = blocks human serine hydrolase RBBP9; O75884; hit rate 0.2% among 220,000; inhibition, % at 7.94 µM; recombinant RBBP9, FP-Rh probe fluorescence polarization; AID 1515;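 active means inhibition above the campaign mean of all tested compounds plus 3 SD, cut at about 14% in these data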;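 further: plate controls were DMSO wells with RBBP9 for no effect and wells lacking RBBP9 protein for full effect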
# Target sequence (O75884 whole entry, looked up): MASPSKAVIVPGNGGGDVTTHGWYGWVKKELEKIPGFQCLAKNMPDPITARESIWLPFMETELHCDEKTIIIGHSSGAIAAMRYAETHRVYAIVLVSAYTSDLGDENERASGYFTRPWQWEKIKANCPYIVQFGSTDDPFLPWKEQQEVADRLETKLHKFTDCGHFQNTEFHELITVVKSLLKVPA
#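 Test system: recombinant human RBBP9. Quantity: 2.5 µM RBBP9 dispensing solution, before mixing. Detection: FP readout at 525/598 nm. Reagent: Serine-hydrolase probe FP-Rh, 375 nM pre-mixing. Measure: % inhibition. Control set: DMSO-treated enzyme wells and wells lacking RBBP9. Buffer or medium: Tris-NaCl-Pluronic buffer, pH 8.0. Times: preincubation 30 min plus labeling 45 min at 25 °C.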
# Runt-CBFb FRET = blocks binding of human RUNX1 Runt domain to CBFb | Cerulean-Runt/Venus-CBFb FRET ratio 530/480, 1 h | inhibition, % at 20 µM | hit rate 0.46% among 220,000 | AID 1496;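 active means inhibition over about 50% at 20 µM in the single-dose screen, limit read from the data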;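 further: 0% = DMSO wells and 100% = excess unlabeled CBFb competitor control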
#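 test system = Cerulean-tagged RUNX1 Runt domain (FRET donor) fusion protein | reagent = Venus-CBFb binding partner, 100 nM | incubation = protein complex preformed 1 h, compound exposure 1 h, room temperature, dark | detection = FRET fluorescence | read-out basis = loss of energy transfer signal | controls = 5 µM unlabeled CBFb as full-inhibition high control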
# Furin inhibitor = blocks human furin protease activity; purified furin, fluorogenic substrate cleavage; inhibition, % at 30 µM; P09958; hit rate 0.061% among 220,000; AID 463115; in the data active means inhibition above about 25%; further: inactives centre near -15
# EBV gp42 block = inhibitors of Epstein-Barr virus glycoprotein 42; Q1HVG2; Fluorescence polarization binding assay, mP read-out; inhibition, % (tested at 21.74 µM); hit rate 0.42% among 220,000; AID 1085; in the data active means inhibition above about 50%
# p97 inhibitor = human p97 ATPase inhibition; AID 1481; recombinant p97 ATPase, Kinase-Glo ATP luminescence, 3 h; hit rate 0.42% among 220,000; inhibition, % at 8 µM; P55072; in the data active means inhibition above about 15%;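 further: 0% = DMSO vehicle and 100% = wells lacking enzyme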
# * hit, by the source's call; . = not tested or not shown; [ ] = dose if it differs, or a comment.
No.	Molecule	m-calpain inh	NCF1 inh	TbHK1 inh	Runt-SMMHC FRET	RBBP9 inh
1	CCOC(=O)c1ccccc1NC(=O)CSc1ccc(-c2cccnc2)nn1	4	-6	4	-1	2
2	Cc1cccn2c(=O)c(C=NCc3ccco3)c(Nc3ccc(SC(F)F)cc3)nc12	-3	-28	-8	-8	2
3	COc1ccc(N2CCN(Cc3nc4c(c(=O)[nH]c(=O)n4C)n3CC(C)=O)CC2)cc1	1	-5	2	-7	0
4	CCOC(=O)c1c(C)n(-c2ccc(OC)cc2)c2ccc(O)c(CN(C)C)c12	-12	-13	-11	4	-7
5	O=C(Cc1ccc(-n2c(=O)c3ccccc3n(Cc3ccccc3F)c2=O)cc1)NCC1CCCO1 (centres undefined)	-18	-11	34	-2	-1
6	CC[C@H](C)[C@H](NC(N)=O)C(=O)NCCc1ccc(Cl)cc1Cl	29	14	7	3	3
7	N#CC1=C(N)NC(SCC(=O)Nc2ccccc2)=C(C#N)C12CCCCC2	13	-13	-6	4	-10
8	Oc1c(CN2CCOCC2)cc(COCc2ccccc2)c2cccnc12	-2	-14	-12	-4	1
9	COc1ccc(NC(=O)C2CC(=O)N=C(N)S2)cc1 (centres undefined)	-40	-2	-3	0	1
10	CN1CCN(C(=O)C2CC(=O)N(c3ccc(F)c(Cl)c3)C2)CC1 (centres undefined)	-40	-7	-3	3	-7

No.	Runt-CBFb FRET	Furin inhibitor	EBV gp42 block	p97 inhibitor
1	-1	-34	-7	-1
2	-3	-5	-8	0
3	.	-12	1	-3
4	10	-10	-7	2
5	0	0	-4	-5
6	-1	-5	-18	-3
7	-1	-18[20 µM]	-12	4
8	-4	-12	-8	1
9	0	-30	-20	6
10	0	-32	-8	-1

# Ordered by molecular weight (lowest first): part of the list above
No.	Molecule	m-calpain inh	NCF1 inh	TbHK1 inh	Runt-SMMHC FRET	RBBP9 inh
8	Oc1c(CN2CCOCC2)cc(COCc2ccccc2)c2cccnc12	-2	-14	-12	-4	1
4	CCOC(=O)c1c(C)n(-c2ccc(OC)cc2)c2ccc(O)c(CN(C)C)c12	-12	-13	-11	4	-7
3	COc1ccc(N2CCN(Cc3nc4c(c(=O)[nH]c(=O)n4C)n3CC(C)=O)CC2)cc1	1	-5	2	-7	0

No.	Runt-CBFb FRET	Furin inhibitor	EBV gp42 block	p97 inhibitor
8	-4	-12	-8	1
4	10	-10	-7	2
3	.	-12	1	-3

# More entries follow.
No.	Molecule	m-calpain inh	NCF1 inh	TbHK1 inh	Runt-SMMHC FRET	RBBP9 inh
11	O=C(N/N=C/c1cc(Br)c(Br)o1)c1cccnc1	4	-15	-30	-34	-6
12	O=C(CN1CCC(c2nc3ccccc3s2)CC1)NCc1ccccc1	24	-4	-3	0	-7
13	Cc1cc2c(c(=O)o1)C(C13C=CC(CC1)C3)C(C#N)=C(N)O2 (centres undefined)	-7	-33	0	0	-6
14	Cc1ccc(-c2csc(C3=C(O)CN(NC(=O)c4ccc([N+](=O)[O-])cc4)C3=N)n2)cc1	-38	-9	-11	-1	-12
15	CC(=O)Nc1ccc2nc(NC(=O)COc3ccccc3)sc2c1	2	-16	-3	-4	-9
16	CCOC(=O)c1c(NC(=O)CSc2nnc(-c3ccccc3)o2)sc(C(C)=O)c1C	-13	-79	4	-7	-6
17	COc1ccc(C2CC(=O)c3sc(NC(C)=O)nc3C2)cc1 (centres undefined)	-9	-12	-10	2	-1
18	CC(OC(=O)c1ccc2ccccc2n1)C(=O)c1ccccc1 (centres undefined)	12	-7	5	.	1
19	COc1ccc(NCc2nnc(SCC(=O)N3CCCc4ccccc43)n2C)cc1	3	-10	-5	-5	-4
20	O=C(CCNc1n[nH]c(=O)[nH]c1=O)N/N=C/c1ccc(Cl)cc1	-26	-5	1	-1	-2

No.	Runt-CBFb FRET	Furin inhibitor	EBV gp42 block	p97 inhibitor
11	-6	-20	-9	4
12	-6	14[20 µM]	-6	-2
13	1	-26[20 µM]	8	1
14	-1	-25	0	1
15	0	-22	4	6
16	1	-18[20 µM]	-85	-4
17	1	-10	-6	0
18	.	-19	-7	0
19	0	-20	-15	1
20	1	-34	7	2

# Further structures.
No.	Molecule	m-calpain inh	NCF1 inh	TbHK1 inh	Runt-SMMHC FRET	RBBP9 inh
21	COc1ccc(S(=O)(=O)N2CCOCC2)cc1NC(=O)COC(=O)c1ccc(C)s1	-22	0	-4	1	-3
22	C=CCn1ccc2c([N+](=O)[O-])cccc2c1=O	-3	5	-8	-1	-7
23	CCOC(=O)N1CCN(C(=O)c2cc3c(ccc4ccccc43)oc2=O)CC1	-415	-1	-22	12	2
24	CCC(CC)C(=O)Nc1cc([N+](=O)[O-])ccc1Cl	16	-8	24	1	-3

No.	Runt-CBFb FRET	Furin inhibitor	EBV gp42 block	p97 inhibitor
21	-5	-25	2	0
22	-1	-11	2	2
23	2	-41	-19	8
24	0	-3	-5	4

# Arranged by SMILES length (largest number first): some entries from above
No.	Molecule	m-calpain inh	NCF1 inh	TbHK1 inh	Runt-SMMHC FRET	RBBP9 inh
14	Cc1ccc(-c2csc(C3=C(O)CN(NC(=O)c4ccc([N+](=O)[O-])cc4)C3=N)n2)cc1	-38	-9	-11	-1	-12
16	CCOC(=O)c1c(NC(=O)CSc2nnc(-c3ccccc3)o2)sc(C(C)=O)c1C	-13	-79	4	-7	-6
23	CCOC(=O)N1CCN(C(=O)c2cc3c(ccc4ccccc43)oc2=O)CC1	-415	-1	-22	12	2
13	Cc1cc2c(c(=O)o1)C(C13C=CC(CC1)C3)C(C#N)=C(N)O2 (centres undefined)	-7	-33	0	0	-6
19	COc1ccc(NCc2nnc(SCC(=O)N3CCCc4ccccc43)n2C)cc1	3	-10	-5	-5	-4
10	CN1CCN(C(=O)C2CC(=O)N(c3ccc(F)c(Cl)c3)C2)CC1 (centres undefined)	-40	-7	-3	3	-7
12	O=C(CN1CCC(c2nc3ccccc3s2)CC1)NCc1ccccc1	24	-4	-3	0	-7
15	CC(=O)Nc1ccc2nc(NC(=O)COc3ccccc3)sc2c1	2	-16	-3	-4	-9
18	CC(OC(=O)c1ccc2ccccc2n1)C(=O)c1ccccc1 (centres undefined)	12	-7	5	.	1
11	O=C(N/N=C/c1cc(Br)c(Br)o1)c1cccnc1	4	-15	-30	-34	-6

No.	Runt-CBFb FRET	Furin inhibitor	EBV gp42 block	p97 inhibitor
14	-1	-25	0	1
16	1	-18[20 µM]	-85	-4
23	2	-41	-19	8
13	1	-26[20 µM]	8	1
19	0	-20	-15	1
10	0	-32	-8	-1
12	-6	14[20 µM]	-6	-2
15	0	-22	4	6
18	.	-19	-7	0
11	-6	-20	-9	4

# Compound activity (PubChem)
